FLuc modulator = inhibits or activates purified firefly luciferase, miR-21 counter-screen | Potency, µM (doses to about 57.5 µM), without a hit: at the top dose activity change, negative = inhibition, actives largely listed as inhibitors | purified FLuc, Km substrates, luminescence inhibition | 360,000 tested, 6.9% active;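 note: potency is the fitted concentration of half-maximal effect; plate controls were vehicle for no effect and reference inhibitor for full effect; nearly all actives have a fitted effect of over 55% in size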
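Purified P. pyralis luciferase (10nM final) with 10uM D-luciferin and 10uM ATP (Km levels) in 50mM Tris acetate pH 7.5, 10mM Mg acetate, 0.01% Tween-20, 0.05% BSA; qHTS 6-point titration, ~60 µM downward; luminescence read.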
MBNL1-CUG inh = MBNL1-poly(CUG) RNA binding inhibition | Potency, µM (series often up to 57.5 µM), for the others: at the highest dose activity change, negative = inhibition, most hits filed as inhibitors | TR-FRET MBNL1-His/biotin-(CUG)12 binding, 665/545 ratio | 280,000 tested, 0.036% active | Q9NR56; active = well fitted inhibition curve with a large enough effect in the signal ratio, with a control signal flat, not every such curve was filed as active; inconclusive = small, poorly fitted or top-dose-only effect, or effect the other way, or a change in a side signal; inactive = no such curve, though single readings can be large or run the other way; the % refers to the signal ratio; note: potency is the fitted concentration of half-maximal effect; % is set by controls: 0 for no effect and ±100 for the full control effect
Target sequence (Q9NR56 whole entry, looked up): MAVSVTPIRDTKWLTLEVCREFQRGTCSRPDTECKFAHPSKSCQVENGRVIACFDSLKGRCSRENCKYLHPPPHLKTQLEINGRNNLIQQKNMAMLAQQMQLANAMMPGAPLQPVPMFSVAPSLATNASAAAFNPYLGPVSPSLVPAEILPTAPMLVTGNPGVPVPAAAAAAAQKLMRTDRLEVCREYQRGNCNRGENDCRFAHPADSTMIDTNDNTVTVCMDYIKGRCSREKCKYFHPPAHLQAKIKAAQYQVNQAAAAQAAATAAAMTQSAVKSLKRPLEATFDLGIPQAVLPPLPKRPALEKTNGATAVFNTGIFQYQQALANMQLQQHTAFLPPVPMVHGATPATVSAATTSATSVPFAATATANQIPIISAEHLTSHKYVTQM
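MBNL1-His + Biotin-(CUG)12, cpd titration 92 nM–58 uM; Tb anti-His Ab 0.055 ng/ul, SA-XL665 5 nM (final); 60 min RT; ratiometric 665/545 nm, Ex 340 nm; normalized to buffer and full-complex controls.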
PKM2 activator = activators of human pyruvate kinase M2; P14618; purified PKM2, Kinase-Glo ATP luminescence, activation; response scale: 0% is enzyme alone, no compound; Potency, µM (highest dose often 57.5 µM), inactives show at the top dose activation, actives largely listed as activators; 260,000 tested, 0.34% active; note: potency is the fitted concentration of half-maximal effect; % is set by controls: 0 for no effect and ±100 for the full control effect; nearly all actives have a fitted effect of over 55% in size
Target sequence (P14618 whole entry, looked up): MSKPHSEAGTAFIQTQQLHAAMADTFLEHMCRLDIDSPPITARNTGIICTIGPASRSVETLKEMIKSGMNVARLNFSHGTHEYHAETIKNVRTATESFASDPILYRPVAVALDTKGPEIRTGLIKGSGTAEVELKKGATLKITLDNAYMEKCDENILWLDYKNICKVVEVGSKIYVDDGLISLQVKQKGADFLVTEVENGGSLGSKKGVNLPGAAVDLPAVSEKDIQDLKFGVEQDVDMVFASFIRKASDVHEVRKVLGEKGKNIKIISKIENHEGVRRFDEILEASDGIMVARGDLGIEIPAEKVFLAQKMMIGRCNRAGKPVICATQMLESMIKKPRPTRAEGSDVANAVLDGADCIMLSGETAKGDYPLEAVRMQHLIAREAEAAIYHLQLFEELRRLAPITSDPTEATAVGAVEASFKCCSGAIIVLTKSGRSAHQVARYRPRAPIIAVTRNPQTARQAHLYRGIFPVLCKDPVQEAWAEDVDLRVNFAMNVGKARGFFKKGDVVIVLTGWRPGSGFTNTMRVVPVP
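Kinase-Glo luminescence reports ATP generated from ADP (0.1 mM) and PEP (0.5 mM) by purified hPK-M2 after 1 h at room temperature, pH 7.2 imidazole buffer; intermediate enzyme activity allows detecting inhibitors and activators.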
ELG1 repair inh = blocks ELG1-dependent DNA repair in HEK293T cells; AID 504467; Potency, µM (highest dose often 46.1 µM), for inactives: top-dose activity change, negative = inhibition, actives largely listed as inhibitors; 330,000 tested, 2.3% active; HEK293T ELG1-luciferase reporter, luminescence, 16 h; DNA damage induced by 5-fluorouridine; note: potency is the fitted concentration of half-maximal effect; % is set by controls: 0 for no effect and ±100 for the full control effect; nearly all actives have a fitted effect of over 55% in size
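Step one: seed 2,000 cells per well. Step two: pin-transfer compound or DMSO alongside 5-fluorouridine. Step three: incubate 16 hr, 37 °C, 5% CO2. Step four: add ONE-Glo, wait 30 min, read luminescence.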
Gal4-VP16 FLuc = Gal4-VP16 reporter inhibition counter-screen | Drosophila S2 Gal4-VP16 UAS-luciferase, luminescence, 20 h | AID 2546 | 310,000 tested, 3.5% active | Potency, µM (series often up to 53.6 µM), for inactives: at the highest dose activity, negative = inhibition, hits mostly inhibitors;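 note: Gal4-VP16 expression switched on by copper sulfate through the metallothionein promoter; potency is the fitted concentration of half-maximal effect; % is set by controls: 0 for no effect and ±100 for the full control effect; nearly all actives have a fitted effect of over 50% in size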
Mito fusion act = blocks mitochondrial division or promotes mitochondrial fusion | S. cerevisiae fusion-defective mutant growth rescue, CellTiterGlo 48 h | Potency, µM (doses to about 46.1 µM), for the others: at the top dose growth rescue (activation), actives largely listed as activators | 320,000 tested, 0.23% active | AID 485298;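 note: potency is the fitted concentration of half-maximal effect; % of control where 0% means no effect; nearly all actives have a fitted effect of over 45% in size; temperature-sensitive fusion mutants such as fzo1-1 at 37 °C on non-fermentable ethanol glycerol medium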
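Compounds are tested for their ability to restore growth of mitochondrial fusion-defective yeast strains at non-permissive 37C in YPEG medium over 48 hours. Viability is quantified by luciferase luminescence.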
KCNH2 3.1 inh = blocks the human KCNH2 3.1 channel isoform | U2OS KCNH2 3.1, thallium flux FluxOr; active compounds read low | activity change, % (tested at about 1.8 µM) | 340,000 tested, 0.95% active;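 active = maximum activity change below -70%; inconclusive = maximum activity change from -70% to -50%; inactive = maximum activity change above -50%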;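 note: thallium influx rate constant from kinetic fluorescence after stimulation buffer; % is set by controls: 0 for no effect and ±100 for the full control effect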
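U2OS cells transduced with KCNH2 3.1 mutant virus (1.77 x 10^8 /mL, 4 h), plated overnight at 37 C, loaded 45 min with FluxOr dye plus Red40 quencher. Thallium flux rate constant from kinetic reads after stimulation buffer, normalised to controls.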
Rab9 prom act = activators of Rab9 promoter | Huh7 Rab9 promoter-luciferase reporter, luminescence, 24 h | Potency, µM (doses to about 9.22 µM), for the others: top-dose activation, negative = inhibition, most hits filed as activators | 320,000 tested, 2.8% active | AID 485297; note: potency is the fitted concentration of half-maximal effect; % of control where 0% means no effect; nearly all actives have a fitted effect of over 60% in size
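Quantitative HTS format; Huh7 Rab9-luciferase reporter cells (1500/well) receive compound 2 h post-plating, incubate 24 h at 37 °C, then get luciferase reagent for 10 min before luminescence reading.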
NPC1 prom act = activates the NPC1 promoter. Huh7 NPC1 promoter luciferase reporter, 24 h. Potency, µM (titrated, usually from 9.22 µM), for inactives: top-dose activation, actives largely listed as activators. 320,000 tested, 2.4% active. AID 485313;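 note: potency is the fitted concentration of half-maximal effect; % of control where 0% means no effect; nearly all actives have a fitted effect of over 60% in size; reporter is driven by a mutant NPC1 promoter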
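Luminescence read-out of NPC1 promoter-driven luciferase in stably transfected Huh7 cells; compounds delivered in DMSO and left 24 h at 37C, 5% CO2, qHTS titration format.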
Menin-MLL TR inh = inhibitors of human menin-MLL interaction, mutant MLL peptide; Menin + Texas Red MLL mutant peptide, fluorescence polarization; Potency, µM (titrated, usually from 61.6 µM), for inactives: at the highest dose FP activity change, negative = inhibition, hits mostly inhibitors; AID 1768; 270,000 tested, 0.23% active; active = well fitted inhibition curve with a large enough effect in the polarisation, with a control signal flat, not every such curve was filed as active; inconclusive = small, poorly fitted or top-dose-only effect, or effect the other way, or a change in a side signal; inactive = no such curve, though single readings can be large or run the other way; the % refers to the polarisation; note: potency is the fitted concentration of half-maximal effect; % of control where 0% means no effect; many of its hits are not listed in these tables
RORg inh = ROR gamma (mouse) transcription inhibition; 310,000 tested, 5.4% active; Potency, µM (titrated, usually from 53.6 µM), for inactives: at the top dose activity change, negative = inhibition, hits mostly inhibitors; P51450; Drosophila S2 Gal4-RORgamma UAS-luciferase reporter, 20 h; note: potency is the fitted concentration of half-maximal effect; % is set by controls: 0 for no effect and ±100 for the full control effect; nearly all actives have a fitted effect of over 60% in size
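Drosophila S2 cells stably expressing Gal4-DBD/mouse RORγ fusion under metallothionein promoter plus UAS-luciferase; compound 1 h, then 700 uM CuSO4 induction for 20 h at ambient temperature; inhibition read as reduced luminescence.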
Starred values were filed as active, the others as inactive; u = inconclusive; x = no result given; & = joins results of further samples; [ ] = remark or other dose. Unless noted, calls come from the whole dose curve; as a rule, active = well fitted curve in the direction sought with a large enough effect; inconclusive = small, poorly fitted or top-dose-only effect, or another doubt; inactive = no such curve, though single readings can be large; an effect the other way counts as inactive or inconclusive. These rows are one share of the data; rates above refer to the full screens.

SMILES	FLuc modulator	MBNL1-CUG inh	PKM2 activator	ELG1 repair inh	Gal4-VP16 FLuc	Mito fusion act	KCNH2 3.1 inh	Rab9 prom act	NPC1 prom act	Menin-MLL TR inh	RORg inh
CCOc1ccc2nc(NC(=O)C(CCSC)NS(=O)(=O)c3cccs3)sc2c1 (stereo unspecified)	-7%	-3%	-2%	u	-1%	3%	9	u	0%	-9%	-41%
N#CCc1cc2ccc3cccc4ccc(c1)c2c34	u	8%	-1%	16%	-15%	-4%	-1	4%	-2%	x	-23%
Cc1cccc(NC(=O)C2CC2c2ccccc2)c1C (stereo unspecified)	-16%	3%	-9%	-5%	20%	0%	-17	1%	10%	-3%	u
Cc1cccc(COc2ccc(/C=N/NC(=O)c3nnn(-c4nonc4N)c3CN3CCCCC3)cc2)c1	-13%	-2%	1%	u	u	6%	-12	19%	17%	13%	15%
CCOc1ccc(Br)cc1S(=O)(=O)Nc1ccc(Cl)c(S(=O)(=O)N(C)C)c1	u	u	-11%	3%	-9%	-1%	5	3%	6%	35%[activator]	197%
N#CC(C(=O)Nc1cccc(Cl)c1)=C1Nc2ccccc2N1	4%	10%	-4%	3%	u	2%	25	2%	11%	u	u
CCCC(C(=O)Nc1cccc(S(=O)(=O)N2CCCC2)c1)c1ccccc1 (stereo unspecified)	0%	x	x	u	x	0%	22	-5%	0%	x	x
Cc1ccc(OCc2n[nH]c(=S)n2Cc2ccccc2)cc1	1%	-8%	-1%	2%	6.3µM*	6%	-14	0%	-2%	4%	0.89µM*
Cc1cc(C)cc(NC(=O)N2c3ccccc3NC(=O)CC2C)c1 (stereo unspecified)	-1%	x	-6%	-3%	-12%	-2%	-6	0%	5%	x	-14%
O=C(NC12CC3CC(CC(C3)C1)C2)c1ccc([N+](=O)[O-])cc1	-1%	u	1%	1%	11%	1%	4	-1%	-2%	1%	-9%
CCOC(=O)c1ccc(N=C2C(=S)N(c3ccc(C(=O)OCC)cc3)C(=N)N2/N=C/c2ccccc2)cc1	u	0%	2%	6%	u	3%	-9	7%	-1%	4%	u
CC(C)CCn1c(CN2CCN(Cc3ccccc3)CC2)nc2c1c(=O)n(C)c(=O)n2C	0%	-5%	9%	u	-2%	3%	-4	-4%	2%	-14%	15%
CCS(=O)(=O)N1Cc2ccccc2CC1C(=O)N(C)Cc1ccc(OC)c(F)c1 (stereo unspecified)	0%	-1%	-4%	-15%	1%	4%	12	0%	1%	-3%	0%
O=C(c1ccccc1)n1nnc2ccccc21	u	-3%	-1%	x	13%	-2%	3	x	x	-5%	-4%
COc1cc(COCC(O)CN2CCc3ccccc3C2)cc(OC)c1OC (stereo unspecified)	-3%	-7%	0%	13%	-6%	-1%	4	0%	-2%	u	18%
Nc1nn(-c2ccccc2)c(N)c1N=Nc1ccccc1	3µM*	u	2%	u	0%	5%	-12	u	u	15%	-12%
Cc1ccc(C2=N/C(=C\c3cccc(F)c3)C(=O)O2)cc1	3µM*	4%	-1%	-4%	-4%	0%	3	1%	2%	-21%	-16%
CC1=C(C(=O)Nc2ccc(C)cc2)C(c2ccc(N(C)C)cc2)NC(=O)N1 (stereo unspecified)	-1%	-11%	2%	25%	-1%	-1%	3	0%	-2%	10%	15%
CCN1C(=O)/C(=C\N2CCOCC2)SC1=S	3%	-9%	9%	17%	-3%	5%	5	-2%	-1%	-9%	1%
Cc1nn(Cc2ccccc2)c(C)c1/C=N/NC(=O)c1cccnc1	-8%	-14%	-1%	10%	-2%	5%	8	-5%	-1%	-25%	u
O=C1CCCC(=NCc2ccco2)C1	7%	-1%	1%	5%	5%	0%	1	-5%	-5%	-2%	-3%
O=C(CSc1n[nH]c(-c2ccco2)n1)Nc1ccc(Br)cc1	-12%	3%	0%	4%	-21%	-5%	-15	7%	-1%	16%	u
O=C(c1ccncc1)N1N=C(c2ccc(Cl)cc2)CC1c1ccccc1O (stereo unspecified)	17µM*	6%	u	u	-9%	23%	14	24%	1%	22%	0%
COc1cc(/C=C/C(=O)c2ccc(F)cc2)cc(OC)c1OC	-9%	-6%	23%	u	6%	-16%	0	-15%	0%	18%	14%
CCOC(=O)/C(=N\Nc1ccccc1)P(=O)(c1ccccc1)c1ccccc1	-3%	-2%	-1%	3%	-12%	3%	5	-2%	-3%	x	-8%
CN(C(=O)COC(=O)C1CCN(S(=O)(=O)c2ccc3c(c2)OCCO3)CC1)c1ccccc1	0%	x	x	3%	x	-1%	2	-6%	0%	x	x
Cc1ccc(C(=O)Nc2ccccc2C(=O)NCc2ccco2)cc1S(=O)(=O)N1CCCCC1	-15%	-1%	13%	12µM*	u	0%	-43	-2%	-1%	u	-7%
CCn1c(=O)n(CC)c2cc(N3CCCC3)c(NC(=O)c3ccc(C)c([N+](=O)[O-])c3)cc21	-2%	14%	0%[0.46 µM]	u	1%	6%	0	-18%	-8%	6%	-32%
Cn1c(CSc2nc3ccc(Br)cc3[nH]2)nc2ccccc21	u	-9%	-4%	-2%	u	28%	-2	7%	2%	13%	-131%
COC(=O)Cc1c(C)c2ccc(OC3CCCCC3=O)c(C)c2oc1=O (stereo unspecified)	-13%	2%	x	-12%	-12%	-3%	8	6%	15%	-11%	40%
CCN1CCN(C(=O)/C=C/c2ccc(OC)c(OC)c2)CC1	-2%	u	-3%[11.5 µM]	7%	-1%	2%	-3	3%	-1%	0%	20%
CCCCOc1ccc(NC2=NC3(CCCC3)N=C(N)N2)cc1	4%	0%	-10%	3%	x	0%	11	1%	-2%	-1%	38%[0.365 µM]
O=C(O)[C@H](Cc1ccccc1)NC(=O)N1CCN(c2ccc(F)cc2)CC1	0%	7%	-4%	2%	-3%	0%	-3	-1%	-2%	x	-7%
CCOC(=O)N1CCN(c2nc3ccccc3n3cnnc23)CC1	1%	2%	17%	-21%	-3%	25µM*	-14	-1%	1%	x	-14%
Cc1noc2ncnc(N3CCN(c4cccc(Cl)c4)CC3)c12	-1%	0%	-2%	u	u	0%	-11	-35%[inhibitor]	-22%	-15%	u
O=C(NCCc1ccccc1)C1CCC(=O)N1CCc1ccccc1 (stereo unspecified)	-2%	0%	x	11%	-3%	4%	-9	-6%	4%	-22%	-7%
Cc1ccc2cc(CCNC(=O)c3cccs3)c(=O)[nH]c2c1	11µM*	0%	0%	u	-10%	-2%	-8	u	3.2µM*	2%	32%
Cc1cccc(N(C(=O)CNC(=O)c2ccco2)C(C(=O)NCC2CCCO2)c2ccccc2)c1 (stereo unspecified)	0%	-1%	1%	-17%	-10%	-1%	-16	-3%	-2%	-11%	2%
COc1ccc(/C=N/NC(=O)COc2ccc(Cl)cc2Cl)cc1Cn1nc(C)cc1C	-1%	x	-1%	0%	u	-4%	9	-2%	-1%	-7%	u
O=C(COC(=O)c1ccc([N+](=O)[O-])cc1)Nc1ccc(Cl)cn1	0%	x	x	26%	x	-4%	-9	-3%	-4%	x	x
Cc1ccc(C(=O)Oc2cccc(NC(=O)c3cccs3)c2)cc1S(=O)(=O)N1CCOCC1	-12%	5%	-8%	u	-4%	9%	-18	-1%	5%	0%	7%
Cc1ccc(Nc2nnc(SCc3ccccc3)s2)cc1	u	-5%	0%	u	-11%	0%	4	13%	17%	39%[activator]	11%
O=C(CCn1c(=O)oc2ccccc21)Nc1nccs1	-12%	4%	15%	u	0%	-1%	10	21%	17%	-11%	-3%
O=C1OC(CC(=O)N(Cc2nnc(-c3ccccc3Cl)o2)C2CC2)c2ccccc21 (stereo unspecified)	-2%	x	x	18%	x	3%	0	2%	-1%	x	x
Cc1nc2cc(NC(=O)COc3ccc(C#N)cc3)ccc2n1-c1ccccc1	u	-6%	-1%	u	5%	-4%	-11	1%	0%	-1%	1%
c1ccc(-c2nc[nH]c2-c2ccccc2)cc1	4%&-7%	2%&-7%	1%&3%	-10%&-19%	-1%&1%&-4%	-3%&9%	-26	-2%&0%	0%&-4%	4%&1%	2%&-2%&-17%
COc1ccc(NC(=S)NC(=O)c2cccnc2)cc1	-4%	-3%	-1%	1%	u	-14%	-10	0%	-5%	1%	11µM*
O=C(O)Cc1ccc(NS(=O)(=O)c2c(Cl)cccc2Cl)cc1	-2%	1%	0%	6%	2%	-5%	6	-2%	0%	-20%	5%
